Tb PGK inh: blocks T. brucei phosphoglycerate kinase. PGK/GAPDH coupled, Kinase-Glo luminescence, 60 min. Potency, µM (series often up to 57.5 µM), for inactives: at the top dose activity change, negative = inhibition, actives largely listed as inhibitors. 0.043% of 380,000 active. AID 602233; note: % is set by controls: 0 for no effect and ±100 for the full control effect; nearly all actives have a fitted effect of over 60% in size
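Luminescent ATP detection (Kinase-Glo Plus) follows a 60-minute room-temperature incubation, with wells lacking PGK as controls. Buffer: 100 mM TEA (pH 7.6), 5 mM MgCl2, 0.01% Tween-20. Coupling enzyme GAPDH (100 nM final) supplies unstable 1,3-BPG in-well.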
HP1b binding inh: HP1-beta chromodomain-methylated histone interaction inhibition. Potency, µM (doses to about 114 µM), without a hit: top-dose activity change, negative = inhibition, hits mostly inhibitors. AlphaScreen HP1-beta / biotin-H3K9me3 peptide binding. 0.56% of 390,000 active. P83916; note: nearly all actives have a fitted effect of over 70% in size; inactives centre near 23
Target sequence (P83916 whole entry, looked up): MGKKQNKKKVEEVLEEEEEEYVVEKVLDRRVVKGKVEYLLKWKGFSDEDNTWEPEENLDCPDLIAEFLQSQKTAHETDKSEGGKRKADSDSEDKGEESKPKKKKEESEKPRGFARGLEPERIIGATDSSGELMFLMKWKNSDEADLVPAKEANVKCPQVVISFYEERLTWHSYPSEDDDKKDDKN
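AlphaScreen: HP1-beta (50 nM) preformed 30 min with biotin-H3(1-18)K9me3 peptide (50 nM) in PBS pH 7.4, 0.01% Tween-20. Compound added for 30 min at RT, then streptavidin donor/nickel chelate acceptor beads (10 ug/mL) for 30 min.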
Pin1 inhibitor: inhibitors of human Pin1. Q13526. Pin1 FP peptide displacement, HiFluor488, 10 min. Potency, µM (titrated, usually from 115 µM), inactives show at the highest dose activity, negative = inhibition, hits mostly inhibitors. 0.009% of 390,000 active; active = well fitted inhibition curve with a large enough effect in the polarisation, with a control signal flat, not every such curve was filed as active; inconclusive = small, poorly fitted or top-dose-only effect, or effect the other way, or a change in a side signal; inactive = no such curve, though single readings can be large or run the other way; the % refers to the polarisation; note: % is set by controls: 0 for no effect and ±100 for the full control effect
ALOX12 inh: inhibitors of human 12S-lipoxygenase ALOX12. P18054. 1.1% of 580,000 active. purified 12hLO, xylenol orange hydroperoxide absorbance. Potency, µM (titrated, usually from 108 µM), without a hit: at the highest dose activity change, negative = inhibition, usual class: inhibitors; note: % is set by controls: 0 for no effect and ±100 for the full control effect
Target sequence (P18054 whole entry, looked up): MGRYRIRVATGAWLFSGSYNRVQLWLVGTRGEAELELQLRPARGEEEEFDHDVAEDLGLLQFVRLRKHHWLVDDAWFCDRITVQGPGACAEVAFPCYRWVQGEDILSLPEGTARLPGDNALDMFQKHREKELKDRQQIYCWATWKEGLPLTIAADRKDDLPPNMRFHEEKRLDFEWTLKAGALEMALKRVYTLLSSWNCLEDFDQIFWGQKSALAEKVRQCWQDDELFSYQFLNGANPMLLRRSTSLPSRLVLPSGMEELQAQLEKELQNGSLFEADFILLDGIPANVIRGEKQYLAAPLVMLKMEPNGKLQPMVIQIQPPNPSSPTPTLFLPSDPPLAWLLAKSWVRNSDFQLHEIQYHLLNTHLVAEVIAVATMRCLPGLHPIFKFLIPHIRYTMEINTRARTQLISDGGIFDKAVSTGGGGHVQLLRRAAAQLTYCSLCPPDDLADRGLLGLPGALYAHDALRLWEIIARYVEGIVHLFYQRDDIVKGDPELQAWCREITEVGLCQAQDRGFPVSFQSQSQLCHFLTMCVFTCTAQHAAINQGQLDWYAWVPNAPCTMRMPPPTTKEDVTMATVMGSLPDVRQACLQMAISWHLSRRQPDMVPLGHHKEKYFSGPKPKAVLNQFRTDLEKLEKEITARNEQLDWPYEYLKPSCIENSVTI
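Purified human 12hLO (150 nM final) in 25 mM Hepes, 0.01% Triton X-100, pH 7.0 was preincubated 15 min at room temperature with compound. Then 40 uM arachidonic acid was added, 30 min. Hydroperoxide was read by Fe-XO absorbance ratio 573/405 nm.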
ERG-DNA inh: ERG Ets/DNA interaction inhibition. 0.028% of 370,000 active. fluorescence polarization, His-ERG Ets domain / labelled DNA. P11308. AID 624246. Potency, µM (top dose mostly 76.9 µM), inactives show at the highest dose FP activity, negative = inhibition, most hits filed as inhibitors; active = well fitted inhibition curve with a large enough effect in the polarisation, with a control signal flat; inconclusive = small, poorly fitted or top-dose-only effect, or effect the other way, or a change in a side signal; inactive = no such curve, though single readings can be large or run the other way; the % refers to the polarisation;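 note: polarization taken with two DNA probes labelled with fluorescein and Texas red; % of control where 0% means no effect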
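His-tagged ERG Ets domain (1 uM in the protein solution; 300mM KCl, 50mM Tris-HCl, 1mM EDTA, 1mM DTT, pH 7.5) received compound, then a probe mix of 5 nM fluorescein-DNA and 100nM Texas-615-DNA. Fluorescence polarization was read for both dyes.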
RGS4 inh: inhibitors of human regulator of G protein signaling 4; Potency, µM (doses to about 114 µM), for the others: top-dose activity change, negative = inhibition, hits mostly inhibitors; Transcreener GDP fluorescence polarization, RGS4-accelerated GTP hydrolysis; 0.039% of 390,000 active; P49798; note: % is set by controls: 0 for no effect and ±100 for the full control effect; nearly all actives have a fitted effect of over 75% in size; some results filed as inactive show a strong effect at the top dose
Target sequence (P49798 whole entry, looked up): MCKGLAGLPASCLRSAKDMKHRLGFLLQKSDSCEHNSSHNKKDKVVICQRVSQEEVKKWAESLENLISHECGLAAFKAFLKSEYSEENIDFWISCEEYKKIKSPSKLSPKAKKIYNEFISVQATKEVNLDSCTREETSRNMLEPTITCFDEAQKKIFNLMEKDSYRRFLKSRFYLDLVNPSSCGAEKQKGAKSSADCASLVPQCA
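MLSMR compounds (23 nl, pin-transferred) preincubated 10 min at room temperature with a 500nM (2x) first reagent, then RGS4 at 900nM (2x) plus Transcreener GDP mix added; fluorescence polarization (620/688 nm) read before and after 90 min at 30 °C.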
GLS inhibitor: glutaminase GLS (human) inhibition; GLS enzymatic activity, qHTS titration; O94925; 0.21% of 410,000 active; Potency, µM (series often up to 45.5 µM), without a hit: top-dose activity change, negative = inhibition, most hits filed as inhibitors; note: % is set by controls: 0 for no effect and ±100 for the full control effect
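hKGA in 45 mM KH2PO4 pH 8.2, 0.02% Tween-20 with pin-transferred compounds; 1 mM L-glutamine (stock) plus glutamate oxidase/HRP/Amplex Red coupling added. Fluorescence read initially and after 30 min at RT.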
TrxR1 inh: blocks rat thioredoxin reductase 1; 1% of 390,000 active; Potency, µM (titrated, usually from 114 µM), without a hit: at the top dose activity change, negative = inhibition, usual class: inhibitors; AID 588453; recombinant rTrxR1, NADPH fluorescence consumption, selenite substrate; note: % is set by controls: 0 for no effect and ±100 for the full control effect; nearly all actives have a fitted effect of over 65% in size
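Rat TrxR1 (90 nM in the dispensed reagent) was pre-reduced with 400 uM NADPH for 5 min at room temperature, then incubated with compound for 15 min. After 400 uM selenite was added, NADPH fluorescence (Ex 340/Em 450 nm) was followed for 8 min.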
JMJD2A Tudor inh: blocks the human JMJD2A Tudor domain; Potency, µM (doses to about 114 µM), for the others: at the highest dose activity change, negative = inhibition, actives largely listed as inhibitors; AlphaScreen JMJD2A-Tudor / H3K4me3 peptide binding; 4.4% of 390,000 active; AID 504339; O75164; note: % is set by controls: 0 for no effect and ±100 for the full control effect; nearly all actives have a fitted effect of over 50% in size
* = called active by the depositor; i = inactive; ? = inconclusive; · = not tested or not shown; [ ] = dose if it differs, or a comment. Unless noted, calls come from the whole dose curve; as a rule, active = well fitted curve in the direction sought with a large enough effect; inconclusive = small, poorly fitted or top-dose-only effect, or another doubt; inactive = no such curve, though single readings can be large; an effect the other way counts as inactive or inconclusive. Potency is the fitted concentration of half-maximal effect.

nr	SMILES	Tb PGK inh	HP1b binding inh	Pin1 inhibitor	ALOX12 inh	ERG-DNA inh	RGS4 inh	GLS inhibitor	TrxR1 inh	JMJD2A Tudor inh
1	CC(NC(=O)Nc1ccc(Cl)c(Cl)c1)C(c1ccccc1)N1CCOCC1 (stereo not given)	-10.1%	40.9%	-0.2%	-13.5%	7.0%	-11.4%	-0.2%	12.4%	-6.0%
2	Cc1ccccc1NP(=O)(c1ccccc1)c1nc2ccccc2s1 (stereo not given)	-2.1%	22.0%	3.7%	-27.3%	-4.6%	-21.9%	-31.2%	14.6%[57.1 µM]	-19.5%
3	COc1ccccc1N1CCN(C(=O)c2ccc3nc(-c4ccco4)c(-c4ccco4)nc3c2)CC1	-11.8%	-29.2%	20.0%	?	2.2%	-18.9%	13.1%	-33.6%[57.1 µM]	?
4	Cc1ccc(S(=O)(=O)Nc2ccc(-n3cnnn3)cc2)cc1	-3.3%	9.1%	-4.2%	·	2.4%	18.3%	0.5%	21.2%	-3.8%
5	Cc1nnc(SCC(=O)N2CCC(C(=O)Nc3nccs3)CC2)n1Cc1ccccc1	-7.6%	46.3%[activator]	3.5%	-16.3%	-6.4%	-23.7%	1.8%	12.4%[57.1 µM]	-5.0%
6	CCCCOC(=O)c1ccc(NC(=O)c2ccc(F)cc2F)cc1	3.4%	40.4%[activator]	5.1%	-7.7%	-4.3%	6.7%	16.4%	3.8%	-8.6%
7	CCC(=O)Nc1ccc(CCC(=O)N2CCCC2)cc1	2.4%	32.9%	-0.4%	48.7%[activator]	6.9%	17.7%	1.1%	11.9%	-11.6%
8	CCOC(=O)c1cnc2oc3ccccc3n2c1=O	-3.9%	-17.4%	4.8%	1.7%	-18.1%	-44.8%	4.3%	8.7%[57.1 µM]	-15.9%
9	CS(=O)(=O)N(CC(O)CON=C1c2ccccc2-c2ccccc21)c1ccc(F)cc1 (stereo not given)	·	7.1%	?	23.4%	·	30.2%	-0.4%	27.0%	-8.0%
10	CCOc1cc2[nH]c(=S)n(CCCN3CCOCC3)c(=O)c2cc1OCC	-4.9%	8.8%	-4.3%	-22.7%	3.1%	-13.1%	0.7%	-0.9%	56.2µM*
11	CNC[C@H]1Oc2ccc(NC(=O)Nc3ccc4c(c3)OCO4)cc2C(=O)N([C@H](C)CO)C[C@@H]1C	-1.8%	9.5%	7.8%	-7.0%	-11.7%	-8.5%	36.6%[activator]	?	?
12	COc1ccccc1C(CNC(=O)c1ccc(C)c(S(=O)(=O)N2CCCCC2)c1)N(C)C (stereo not given)	0.2%	53.6%[activator]	5.1%	90.0%[activator]	-9.9%	7.8%	9.5%	10.7%	-6.1%
13	CN1CC(=O)N2Cc3[nH]c4ccccc4c3C[C@H]2C1=O	i	15.9%	7.6%	0.0%	7.9%	-12.6%	-2.8%	17.5%[57.1 µM]	-5.1%
14	COC(=O)CCC(=O)OC1(C)C(=O)C=C2C=C(C3CC3)N(c3cccc(C#N)c3)C=C2C1=O (stereo not given)	-13.8%	22.9%	?	-16.0%	-6.4%	-32.1%	-2.6%	?	-32.1%
15	Cn1c(=O)c(=O)n(C)c2cc(S(=O)(=O)CCC(=O)Nc3ccc(C(F)(F)F)cc3)ccc21	-2.2%	18.1%	-11.8%	12.9%	-5.3%	19.1%	3.9%	-31.9%	-6.2%
16	CCN1CCN(CCC(=O)Nc2ccc3c(c2)OCO3)CC1	-2.3%	36.4%	10.9%	?	2.0%	-8.1%	8.7%	-6.0%	-7.5%
17	NS(=O)(=O)c1ccc(N/C=C\C(=O)c2ccncc2)cc1	0.7%	32.4%[activator]	3.7%	?	5.4%	-6.6%	2.7%	-5.4%[57.1 µM]	-17.9%
18	O=C1OCC(CO)(CO)N=C1NNc1ccccc1Cl	-8.3%[11.5 µM]	-6.0%	-8.2%	?	·	-17.9%	22.0%	11.9%	?
19	Cc1ccccc1CSc1ncc(C#N)c(N)n1	-2.3%	55.2%[activator]	43.1%[activator]	-20.8%	5.8%	?	-2.1%	7.6%	-1.4%
20	CN(C)CCC(=O)c1ccc(Cl)cc1	-3.3%	17.5%	-2.9%	-16.6%	1.2%	-21.5%[11.4 µM]	1.1%	?	-7.9%[57.1 µM]
21	Cc1ccc(SCCNC(=O)CN(c2ccc3c(c2)OCO3)S(C)(=O)=O)cc1	-0.9%	11.2%	-9.4%	58.3%[activator]	3.4%	44.5%	0.2%	5.9%[57.1 µM]	-9.8%
22	CC1(C)CC(=O)C(N=Nc2c(Cl)cc(Cl)cc2Cl)=C(O)C1	-7.9%	-14.3%	-3.1%	10.5%	-2.5%	1.7%	18.8%	10.9%	50.1µM*
23	CC(=O)Nc1nc2c(s1)C(=O)NCCC2	10.5%	6.9%	1.3%	12.9%	-9.5%	54.3%[activator]	1.8%	11.0%[57.1 µM]	-6.9%
24	COc1cc(C(=S)N2CCN(C(c3ccccc3)c3ccccc3)CC2)cc(OC)c1O	i	?	-3.4%	?	7.9%	?	-9.5%	-4.3%	56.2µM*
25	CCOC(=O)c1cc(CC)sc1NC(=O)CN1C(=O)C(=O)N(CC(C)C)C1=O	-1.1%	39.0%	-1.8%	10.1%	2.1%	-4.5%	-26.6%	17.8%	-29.7%
26	CN(CC(=O)Nc1ccccc1C(F)(F)F)C(=O)COc1ncnc2ccccc12	-0.6%	23.2%	0.0%	-0.7%	-4.1%	18.1%	0.4%	-2.9%	-0.7%
27	c1ccc2c(c1)CC/C2=N/Nc1nc2ccccc2[nH]1	i	9.4%	3.6%	?	6.0%	-3.0%	0.7%	33.4%[activator][57.1 µM]	-28.9%
28	C/C=C/C=C\C(=O)Nc1cccc(C2=NOC3(C2)C[C@H](C(N)=O)N(C(=O)CC#N)C3)c1 (stereo not given in full)	-16.2%	-12.0%	17.0%	-7.9%	-14.0%	?	-23.0%	22.4µM*	?
29	CC(C)(CO)NS(=O)(=O)c1ccc2c(c1)C(=NO)c1cc(S(=O)(=O)NC(C)(C)CO)ccc1-2	-3.4%	11.4%	3.0%	-10.1%	-12.9%	-16.7%	0.5%	10.5%	-2.8%
30	COC(=O)CNC(=O)COc1ccccc1	-8.6%	21.2%	-1.8%	0.0%	-0.7%	10.5%	-3.2%	13.0%	-17.6%
31	CCC1(c2ccccc2)NC(=O)N(CC(=O)N2CCc3ccccc32)C1=O (stereo not given)	i	32.8%	4.0%	407.5%[activator]	-7.7%[15.4 µM]	-29.6%	0.6%	12.4%	-6.0%
32	CCCN1C(C(=O)c2ccccc2)=C(OC(=O)c2ccc(C)cc2)c2ccccc2S1(=O)=O	-3.1%	-2.5%	-0.1%	-12.7%	0.0%	3.7%	2.5%	24.1%	-20.8%
33	Cc1ccc(S(=O)(=O)/N=c2\sccn2C)cc1	-5.9%	21.5%	4.1%	0.0%	-3.0%	-25.8%	-4.4%	15.2%[57.1 µM]	14.2%
34	Cc1cc(OC(C)C(=O)N(Cc2ccco2)Cc2ccccc2F)cc(C)c1Cl (stereo not given)	-3.7%	35.6%[activator]	12.7%	-21.2%	0.9%	-8.6%	-14.3%	21.3%	-2.2%
35	CCOc1ccc(N2CC(c3nc4ccccc4n3CCCOc3ccccc3OC)CC2=O)cc1 (stereo not given)	-3.3%	17.4%	9.1%	-23.6%	-1.8%	-3.0%	-4.2%	8.8%	-13.5%
36	COc1ccc(C2C(C)C(=O)C(C)C(c3ccc(OC)cc3)N2N=O)cc1 (stereo not given)	-3.8%	22.6%	8.4%	3.8%	·	28.6%	4.0%	-8.3%	-9.7%
37	O=C(NC(=S)NCCCN1CCOCC1)c1ccco1	i	23.8%	-9.6%	-2.3%	10.9%	-5.3%	-3.1%	3.9%	-7.6%
38	C=CCn1c(SCC(=O)Nc2ccccc2OC)nc2c([nH]c3ccccc32)c1=O	-7.9%	32.7%	6.0%	i	-6.5%	-14.0%	-5.7%	-4.9%	-6.1%
39	CC(=O)c1ccc(S(=O)(=O)NCCCC(=O)NCCc2ccccn2)cc1	5.3%	15.2%	-0.3%	-23.7%	-4.8%	-5.2%	2.3%	-10.8%	-12.8%
40	Cc1ccccc1Cn1c(O)c(N=NC(=S)Nc2ccccc2F)c2ccccc21	-8.5%	?	2.5%	-7.0%	1.5%	-3.7%[56.9 µM]	1.9%	-11.5%	?
41	CC1=Nc2ccccc2NC(=O)C1Sc1nnc(C)s1 (stereo not given)	1.1%	51.3%	3.5%	0.0%	10.8%	-7.5%	-2.3%	7.2%	-3.1%
42	COc1ccc(CN(C)C(=O)Cc2c[nH]c3ccccc23)c(OC)c1OC	i	23.2%	-0.4%	81.3%	-9.0%	-26.6%	0.3%	3.9%	-18.5%
43	COc1ccc(C(=O)OC2=C(C(=O)c3ccccc3)N(C)S(=O)(=O)c3ccccc32)cc1OC	10.0%	-4.9%	-5.7%	-14.5%	0.1%	-1.0%	3.8%	18.7%	-29.6%
44	CC(C(=O)Nc1cccc([N+](=O)[O-])c1)[n+]1ccccc1 (stereo not given)	·	27.5%	-6.0%	3.4%	-4.5%	6.2%	-8.0%	5.8%	-14.7%
45	CCOC(=O)N1CCN(CC(=O)Nc2sccc2C#N)CC1	-8.4%	41.4%[activator]	0.1%	-0.6%	36.9%[activator]	-32.3%	6.2%	0.2%	-0.3%

Screens: PubChem BioAssay, National Center for Advancing Translational Sciences (NCATS)

This is a subset; the hit share may differ from the screen's.
